Screens as filed in PubChem.
All columns: NCI-60 one-dose screen, growth in % after 48 h at 10 µM unless noted; 100 = growth as untreated, 0 = no growth, -100 = all killed.
A498 = A498 renal cancer cells | hit rate 5.4% among 76,000 | AID 1794774
SW-620 = SW-620 colon cancer. hit rate 5.2% among 82,000. AID 1794795
KM12 = KM12 colon cancer cells; AID 1794800; hit rate 5% among 82,000
HCC-2998 = HCC-2998 colon cancer. hit rate 4.7% among 79,000. AID 1794799
HCT-15 = HCT-15 colon cancer; hit rate 5.2% among 82,000; AID 1794746
SNB-75 = SNB-75 CNS cancer. hit rate 5% among 79,000. AID 1794750
HT29 = HT29 colon cancer. hit rate 7.4% among 81,000. AID 1794748
HCT-116 = HCT-116 colon cancer. hit rate 7.3% among 82,000. AID 1794798
COLO 205 = COLO 205 colon cancer. hit rate 7.3% among 79,000
An asterisk follows results filed as active; . = no result given; & = joins results of further samples. Rule for the calls: active = growth percent below 10; inactive = the rest.

1: O=C(Cc1nc2ccc(Cl)cc2nc1CC(=O)c1ccccc1)c1ccccc1
2: Cc1ccccc1[C@@H]1C[C@@H]2Cc3cc(Br)c4ccccc4c3N1O2
3: CC(C)Cc1ccc(CC(C)C)c(O)c1
4: CN(C)c1ccc(Nc2cc(-c3cccc(OC(F)(F)F)c3)nc3ccc(N4CCCC4)cc23)cc1
5: O=CN/N=C/c1cc(Cl)cc(Cl)c1O
6: O=C1c2cccc(Cl)c2C(=O)c2cccc(Cl)c21
7: CC(C)=NNS(=O)(=O)c1ccc(C)cc1
8: COc1cc(/C=C/C(=O)c2ccc(N3CCN(C)CC3)cc2)ccc1F
assay / entry	1	2	3	4	5	6	7	8
A498	137.8	104.1	85.4	98.3	102.0	85.0	67.3	98.7
SW-620	84.9	95.5	93.5	-48.1*	95.5	100.8	98.9	33.0
KM12	69.0	94.5	110.0	-45.5*	.	104.7	106.8	36.7
HCC-2998	109.9	96.3	103.5	91.1	93.8	97.3	.	73.0
HCT-15	68.3	100.9	109.2	-45.5*	47.8	99.3	101.5	36.4
SNB-75	95.2	82.2	88.5	55.0	90.1	89.0	84.3	58.0
HT29	99.8	.	114.3	-12.8*	100.8	94.4	103.1	46.5
HCT-116	78.0	96.4	109.8	-31.2*	76.8	91.2	104.7	27.8
COLO 205	115.3	120.9	115.7	70.6	101.9	115.9	107.5	64.9

9: O=C(NO)c1ccc(CNc2cccc3nc(C4CC4)n(-c4ccccc4)c(=O)c23)cc1
10: CC1=NCC(C)(C)S1
11: COc1ccc(/C=C(\c2cc(OC)c(OC)c(OC)c2)c2nnc(-c3ccc(F)cc3)o2)cc1
12: c1ccc(CCCNCCc2ccccc2)cc1
13: OC1(CCCc2ccccc2)CCNCC1
14: COc1ccc(C(c2cc(OC)c(OC)c(OC)c2)n2ccnc2)cc1O (configuration not stated)
15: Cc1cn(C2CC(O)C(CO)O2)c(=O)n(Cc2ccccc2)c1=O (configuration not stated)
16: O=c1[nH]c2ccccc2cc1/C=N/O
assay / entry	9	10	11	12	13	14	15	16
A498	13.7	79.4	98.7	74.4	103.3	8.0*	.	98.4
SW-620	0.5*	94.8	102.1	102.2	106.3	28.6	109.7	80.4
KM12	8.7*	102.2	95.4	98.3	99.9	17.0	113.8	94.7
HCC-2998	36.0	94.2	105.7	107.6	100.5	25.0	104.1	100.8
HCT-15	8.0*	100.5	90.2	101.5	102.1	7.7*	103.7	94.9
SNB-75	33.0	88.2	95.7	99.7	102.7	56.7	94.8	68.1
HT29	24.8	89.2	96.6	90.5	102.4	5.9*	105.7	90.1
HCT-116	-22.1*	84.5	96.8	98.2	101.7	6.9*	110.8	97.9
COLO 205	8.1*	105.2	97.7	104.5	108.8	-10.0*	133.6	103.4

17: Clc1ccc(C2=NCCN2)cc1
18: O=C1N[C@@H](Cc2c[nH]c3ccccc23)C(=O)N(Cc2ccco2)[C@H]1Cc1ccccc1
19: COc1cccc(/C=N/NC(N)=S)c1
20: O=C1c2cccc3cc([N+](=O)[O-])cc(c23)C(=O)N1CCN1CCCC1
21: CC(=O)Nc1ccc(-n2cnc3cc(-c4ccc(O)cc4)ccc32)cc1C
22: CC(=O)C1CCCCC1
23: CCOC(=O)Cc1ccc(Cl)cc1
24: Cc1cc2c(s1)CCCC1CC(=O)N(CCN3CCOCC3)N=C21 (configuration not stated)
assay / entry	17	18	19	20	21	22	23	24
A498	105.5	120.6	92.8	-64.4*	92.1	99.1	83.0	99.4
SW-620	104.1	104.4	113.7	-5.0*	44.2	100.4	102.5	107.7
KM12	117.2	98.7	105.3	1.6*	22.1	100.2	113.0	110.2
HCC-2998	115.8	96.7	89.7	-69.6*	60.7	103.2	109.5	113.7
HCT-15	99.7	101.7	90.1	-7.3*	49.2	95.0	100.8	99.9
SNB-75	99.0	87.8	87.8	-15.1*	58.4	87.1	87.9	82.1
HT29	87.7	101.2	100.9	2.6*	61.6	104.4	113.5	108.8
HCT-116	98.3	109.0	81.8	-37.6*	70.0	102.0	110.6	99.2
COLO 205	103.9	108.8	132.8	-13.8*	93.9	100.9	104.5	108.1

Part of the list above in order of molar mass, smallest number first:
22: CC(=O)C1CCCCC1
17: Clc1ccc(C2=NCCN2)cc1
23: CCOC(=O)Cc1ccc(Cl)cc1
18: O=C1N[C@@H](Cc2c[nH]c3ccccc23)C(=O)N(Cc2ccco2)[C@H]1Cc1ccccc1
assay / entry	22	17	23	18
A498	99.1	105.5	83.0	120.6
SW-620	100.4	104.1	102.5	104.4
KM12	100.2	117.2	113.0	98.7
HCC-2998	103.2	115.8	109.5	96.7
HCT-15	95.0	99.7	100.8	101.7
SNB-75	87.1	99.0	87.9	87.8
HT29	104.4	87.7	113.5	101.2
HCT-116	102.0	98.3	110.6	109.0
COLO 205	100.9	103.9	104.5	108.8

Next section
25: O=C(NC1C(O)OC(CO)C(O)C1O)NS(=O)(=O)c1ccc(F)cc1 (configuration not stated)
26: COc1cc(-c2nnc(COc3ccc(Cl)cc3Cl)o2)ccc1O
27: CNS(=O)(=O)c1ccc(OCCOc2ccc(S(=O)(=O)NC)cc2)cc1
28: Cc1cc(=O)oc2cc(OCCCOc3ccc(/C=C/C(=O)Nc4ccccc4)cc3)ccc12
29: CC(Cl)C(Cl)(Cl)C(O)NC(=O)CCl (configuration not stated)
30: CC(=O)OC1CC(C)CCC1C(C)C (configuration not stated)
31: C#CCN=C[C@]12CC[C@@H](C(=C)C)[C@@H]1[C@H]1CC[C@@H]3[C@@]4(C)CCC(=O)C(C)(C)[C@@H]4CC[C@@]3(C)[C@]1(C)CC2
32: COc1ccc2c(c1)c(-c1ccc(-c3cn(C)c4ccc(OC)cc34)[nH]1)cn2C
assay / entry	25	26	27	28	29	30	31	32
A498	101.4	87.5	128.9	88.2	95.2	109.9	91.9	71.8
SW-620	109.9	108.9	111.1	94.3	99.5	102.7	65.3	-48.6*
KM12	103.6	97.8	101.2	96.0	105.5	107.1	61.0	9.2*
HCC-2998	106.6	98.2	102.8	92.6	98.4	99.3	78.1	-3.6*
HCT-15	100.8	108.0	99.4	87.5	94.7	100.9	53.2	4.2*
SNB-75	101.3	97.0	101.6	14.8	83.0	84.9	120.1	17.9
HT29	101.7	77.3	92.9	85.1	103.2	96.7	55.7	48.0
HCT-116	105.4	99.2	97.8	76.4	92.1	91.5	26.8	4.1*
COLO 205	117.9	107.3	108.2	106.3	105.6	.	65.8	-58.2*

33: Clc1ccc(-c2cn3nc(-c4ccccc4)nc3s2)cc1
34: C#CC(N)=O
35: COc1ccc(C2=NOC(C(=O)N3CCOCC3)C2)cc1OC1CCCC1 (configuration not stated)
36: Nc1nc(=O)[nH]c(N)c1N
37: CN(CCOc1ccc(CC2SC(=O)NC2=O)cc1)c1ccccn1 (configuration not stated)
38: CN(C)Cc1cc(C(C)(C)C)cc(Br)c1O
39: CC(=O)Nc1ccc(CCNC(=O)c2ccc3ccccc3c2O)cc1
40: COc1ccc(/C=C2/C(=O)N(/C=C3\C(=O)Oc4ccccc4C3=O)C(=NC(C)=O)N2C)cc1OC
assay / entry	33	34	35	36	37	38	39	40
A498	47.1	96.6	.	.	110.5	90.6	108.7	79.0
SW-620	86.0	102.9	102.1	104.9	101.5	87.7	101.2	100.2
KM12	69.3	104.4	103.4	101.6	96.3	108.7	75.8	104.4
HCC-2998	89.7	115.0	107.2	97.5	112.3	109.4	99.7	99.8
HCT-15	90.3	98.4	96.3	103.4	96.2	95.6	43.6	107.9
SNB-75	63.5	96.5	93.4	88.4	96.3	91.5	74.9	91.5
HT29	73.3	104.7	109.8	103.3	117.3	81.8	85.9	112.5
HCT-116	58.3	105.1	103.3	104.7	103.1	103.2	73.6	94.9
COLO 205	81.0	108.5	.	109.8	82.7	101.7	111.7	109.3

41: COc1ccc2nc(C)cc(Nc3ccc(Cl)cc3)c2c1
42: COc1ccc(C(=O)COc2cccc(/C=C3\Cc4ccc(Cl)cc4C3=O)c2)cc1
43: CCN(CC)CC(O)CNCC(C)C (configuration not stated)
44: OCCNc1c(Cl)c(Cl)c(Cl)c(Cl)c1Cl
45: O=[N+]([O-])c1cc(Cl)ccc1Nc1cccc(F)c1
46: COc1ccc(-c2nc3cc(Cl)c(Cl)cc3n2CC(=O)N=Nc2c(O)[nH]c3ccccc23)cc1
47: Nc1n[nH]c2cc(=O)[nH]c(O)c12
48: S=C(N/N=C/c1cccc(I)c1)NC12CC3CC(CC(C3)C1)C2
assay / entry	41	42	43	44	45	46	47	48
A498	103.4	120.5	108.3	88.0	98.7	.	100.4	112.7
SW-620	105.6	111.7	109.7	107.0	90.1	62.4	109.4	113.2
KM12	106.6	116.7	111.7	105.6	108.1	68.2	106.7	.
HCC-2998	107.2	66.7	109.5	97.7	100.4	66.0	112.8	115.0
HCT-15	99.1	101.3	109.3	102.6	103.7	30.6	96.9	80.6
SNB-75	102.4	92.6	123.9	89.5	61.5	60.0	85.1	88.7
HT29	116.4	113.1	104.1	102.4	79.0	78.9	108.8	42.0
HCT-116	100.9	82.8	117.8	85.7	75.8	22.6	104.4	86.2
COLO 205	106.6	119.6	108.7	132.2	104.6	55.0	118.7	98.4

49: FC(F)(F)c1cn(CCN2CCNCC2)c2ncnc(Cl)c12
50: COc1cc(-c2nnc(-c3ccncc3)o2)cc(OC)c1OC
51: CC1=C(C)C(=O)C(C(C)C2=C(C)C(=O)C(C)=C(C)C2=O)=C(C)C1=O
52: O=C1C2CC=CCC2C(=O)N1c1nccs1 (configuration not stated)
53: Cc1[nH]n(C(=S)Nc2nc3cc(Cl)c(F)cc3s2)c(=O)c1N=Nc1ccc(S(N)(=O)=O)cc1
54: CC(C)CCSC(=N)N
55: Cn1c(=O)c2[nH]c(/N=N/N3CCCCC3)nc2n(C)c1=O
56: COc1ccccc1CCO
assay / entry	49	50	51	52	53	54	55	56
A498	104.4	84.4	84.6	103.8	106.4	92.4	95.2	88.8
SW-620	79.4	110.5	106.6	105.3	96.0	101.6	106.6	106.0
KM12	101.3	99.9	88.8	112.7	106.3	105.2	107.2	110.1
HCC-2998	99.6	100.6	23.4	102.3	88.4	108.2	104.7	.
HCT-15	90.2	105.8	99.7	105.4	91.6	104.1	113.0	100.1
SNB-75	111.1	112.9	96.6	90.1	92.3	110.5	87.9	83.0
HT29	75.9	89.7	68.7	104.3	112.3	85.6	108.1	106.3
HCT-116	65.2	89.7	71.2	107.5	97.4	95.3	99.8	109.6
COLO 205	99.8	103.3	103.9	111.2	.	103.0	107.7	111.4

57: C[C@]12CC[C@@H](O)C[C@H]1CC[C@@H]1[C@@H]2CC[C@@]2(C)[C@H]1CC[C@]2(O)C(=O)CO
58: Nc1nnc(CSc2ccc(Cl)cc2)s1
59: CCc1cccc(CC)c1-n1nnc(C(=O)c2ccccc2)c1C(=O)OC
60: O=C(Nc1cccc(-c2ccccc2)c1)N1CCN(C(=O)Nc2cccc(-c3ccccc3)c2)CC1
61: CC1(C)CC[C@]2(C(=O)N[C@@H](Cc3ccccc3)C(=O)O)CC[C@]3(C)C(=CC[C@@H]4[C@@]5(C)Cc6c([nH]c7ccccc67)C(C)(C)[C@@H]5CC[C@]43C)[C@@H]2C1
62: O=C(O)c1cc(C(Cl)C(Cl)(Cl)Cl)ccc1O (configuration not stated)
63: CCOC(=O)c1n[nH]n2c1nc(=O)c1cnn(C)c12
64: COC[C@]12CCC(C)(C)C[C@H]1C1=CC[C@@H]3[C@@]4(C)CCCNC(C)(C)[C@@H]4CC[C@@]3(C)[C@]1(C)CC2
assay / entry	57	58	59	60	61	62	63	64
A498	91.3	107.7	129.0	96.7	.	83.3	109.7	37.1
SW-620	97.6	99.8	90.2	103.3	78.1	103.2	107.5	-61.6*
KM12	98.2	99.3	89.3	99.5	57.1	97.8	95.7	-25.6*
HCC-2998	103.0	112.6	120.6	95.5	82.4	101.5	100.4	-91.2*
HCT-15	94.7	103.2	89.2	99.1	63.6	106.3	104.8	-86.5*
SNB-75	97.1	91.9	123.0	92.0	95.1	103.3	103.3	12.0
HT29	103.9	97.2	95.3	99.2	73.4	101.2	106.5	-28.0*
HCT-116	97.5	96.9	65.7	96.1	54.5	102.2	114.0	-89.6*
COLO 205	101.0	113.4	123.2	109.4	85.7	114.4	111.2	-59.6*

65: COC(=O)C1(c2ccccc2)CC2Cc3cc(F)ccc3N1O2 (configuration not stated)
66: N#Cc1c(-c2cccs2)cc(-c2cnccn2)nc1OCC(=O)c1ccccc1
67: CCCCCCCCCCSC#N
68: c1ccc(-c2nc3ccc4ccccc4c3nc2-c2ccccc2)cc1
69: COC(=O)c1cccc(Br)c1
70: NC(=O)SCC(=O)Nc1ccc(O)cc1
71: O=C(O)c1ccc2c(c1)CCC2
72: O=C(Nc1nccs1)c1ccoc1COc1ccccc1
73: CC(CCC(C)C(=O)O)C(=O)O (configuration not stated)
assay / entry	65	66	67	68	69	70	71	72	73
A498	95.0	.	82.6	138.5	86.3	98.0	139.3	96.6	96.3&85.2
SW-620	100.3	103.6	100.5	100.0	114.1	100.0	107.5	104.8	104.8
KM12	102.6	103.8	104.7	104.6	112.4	108.7	113.5	100.2	101.5&109.5
HCC-2998	100.5	113.2	106.1	122.1	107.5	.	114.9	113.3	104.1&120.5
HCT-15	101.5	95.1	101.8	99.4	100.5	97.3	104.4	101.2	109.6&107.4
SNB-75	95.6	99.3	94.3	96.1	96.5	95.5	107.4	87.3	99.7&120.1
HT29	96.3	108.8	105.5	86.4	114.9	97.6	103.1	103.8	98.0&109.6
HCT-116	94.9	86.7	96.2	93.5	97.8	95.0	104.6	104.4	108.6&95.0
COLO 205	103.2	116.9	109.3	96.7	121.3	92.9	104.2	114.4	102.6&110.2
